Pf Dd2 inh: qHTS Primary assay for Inhibitors of Plasmodium falciparum Dd2 growth in vitro; P. falciparum Dd2 growth, SYBR Green, 72 h; Potency, µM (series often up to 28.9 µM), inactives show at the top dose activity, negative = inhibition, actives largely listed as inhibitors; 120,000 tested, 4.3% active; AID 1347417, 2020; active = well fitted inhibition curve with a large enough effect; inconclusive = small, poorly fitted or top-dose-only effect; inactive = no such curve, though single readings can be large or run the other way;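 also: plate controls were DMSO vehicle for no effect and reference drug for full effect; nearly all actives have a fitted effect of over 65% in size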
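Infected erythrocytes (Dd2, 0.3% parasitemia, 2.5% hematocrit final) are added to compound in RPMI-1640/Albumax II medium, grown 72 h at 37C in low oxygen, then lysed with saponin/Triton-X containing SYBR Green and read by fluorescence.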
Numbers without * were called inactive; i = inactive; u = inconclusive; [ ] = remark or other dose. Potency is read from the fitted curve at half-maximal effect. The list is partial. The share of hits here may be higher or lower than overall.

SMILES | Pf Dd2 inh
CCCNC(=O)CSc1nc(-c2ccc(OC)cc2)cc(C(F)(F)F)n1 | i
Cc1cccc(=O)n1CCC(=O)N1CCCC2(CCC(=O)N(C3CC3)C2)C1 (configuration not stated) | -6%
CC(=O)N1CCCC1c1nc2ccccc2n1Cc1cccc(Cl)c1 (configuration not stated) | -1%
COc1ccc(NC(=O)c2ccc3c(=O)n4nc(Nc5cc(C)ccc5C)sc4nc3c2)cc1 | u
CCc1csc(CNC(=O)c2ccc(N3C[C@@H](C)O[C@@H](C)C3)nc2)n1 | i
Cc1ccc(C(=O)N2CCC(Cc3nc(-c4ccc(F)cc4)no3)CC2)cn1 | -23%
O=C(CCSCc1cccc(F)c1)NCCc1ccccc1 | 31%[activator]
CCO[C@H]1CN(C(=O)c2cccnc2SCCc2ccccc2)C[C@@H]1O | -4%
COCc1nc(C2CC(N)C2)cc(N(C)Cc2nc3ccccc3c(=O)[nH]2)n1 (configuration not stated) | u
O=C(C1COc2ccccc2O1)N1CCc2c(nc3cc(-c4ccccc4)[nH]n3c2=O)C1 (configuration not stated) | i
Cc1ccc(C(=O)c2sc(Nc3ccccc3)c(S(=O)(=O)c3ccccc3)c2N)c(C)c1 | u
Cc1ccc(-c2nc(CSc3nncn4c3cc3occc34)c(C)o2)cc1 | -12%
COc1ccc(CNC(=O)C[C@@H]2CCNC[C@@H]2Cc2cc(COc3ccccc3)on2)cc1OC | -19%
COc1ccccc1-n1cc(C(=O)N2CCCC2c2nonc2C)cn1 (configuration not stated) | -18%
C[C@]1(CO)[C@H]2Cc3sc(NC(=O)c4ccco4)nc3[C@@H](CC(=O)NC3CC3)[C@]2(C)CC[C@H]1O | -13%
O=S(=O)(NC[C@H]1COCc2nc3cc(F)ccc3n21)c1ccccc1 | i
CCn1ccc(C(=O)N2CCCCCCNC(=O)CC2)n1 | -18%
Cc1c(C(=O)NCc2cccc(Cl)c2)sc2nc3n(c(=O)c12)CCCC3 | u
COc1cccc(N2CCN(Cc3cn(-c4ccccc4)nn3)CC2(C)C)c1 | -7%
CCOCCCNC(=O)CCC1CCN(C(=O)c2ccccc2)CC1 | -13%
COC(=O)c1ccc(OC)c(Cn2c(=O)n(-c3ccc(C)cc3)c(=O)c3c2cnn3C)c1 | i
CS(=O)(=O)N1CCC(CC(=O)N2CCN(C3CCCC3)CC2)C1 (configuration not stated) | i
COc1ccc(CN2C[C@@H](F)[C@@H](OCc3nc4ccccc4n3C)C2)cn1 | i
Cc1ccc(N2CC(c3noc(-c4ccc5c(c4)OCO5)n3)CC2=O)cc1 (configuration not stated) | 29%
C[S+](=O)([O-])N1Cc2ccccc2CC2(CCCN2CC2CCOCC2)C1 (configuration not stated) | u

(list continues)
SMILES | Pf Dd2 inh
O=C(O)C1CNCCN(C(=O)c2nc3ccc(F)cc3[nH]2)C1 (configuration not stated) | -6%
COCc1nnc(NC(=O)C2CC(=O)N(c3n[nH]c4ccccc34)C2)s1 (configuration not stated) | -1%
CC(C)NC(=O)N1CCC2(CC1)C(=O)NCN2C(=O)Cc1c[nH]c2ccccc12 | 8%
Cc1ccc(Cn2c(SCc3ccc(C(=O)N4CCCCC4)cc3)nc3ccncc32)cc1 | u
CCOc1ccc(N(CC)S(=O)(=O)c2cc(Br)cc3c2N(C(C)=O)C(C)C3)cc1 (configuration not stated) | -33%
COc1ccc(CCNc2nc(-c3ccc(OC)c(OC)c3)cc(C(F)(F)F)n2)cc1OC | i
CCNC(=O)N1CCCC(Cc2noc(-c3ccccn3)n2)C1 (configuration not stated) | -14%
O=C(Cc1ccsc1)NC1CCc2nnc(C3CC3)n2CC1 (configuration not stated) | 3%
COc1ccc2c(c1)CCN=C2C[C@H]1CN(C(=O)N2CCOCC2)CC[C@H]1CC(=O)O | 9%[44.1 µM]
COc1ccccc1NC(=O)CSC1=Nc2ccccc2C2=NC(CC(=O)NCc3ccc4c(c3)OCO4)C(=O)N12 (configuration not stated) | -15%
COc1ccc(OCc2ccc(-c3nc(C#N)c(N4CCC(C)CC4)o3)o2)cc1 | -16%
O=C(COc1ccccc1)N1CC[C@H]2CC(=O)N(c3ccccc3)CC[C@H]2C1 | -8%[44.1 µM]
COc1ccc(C(=O)N2CCC(C(=O)N3CCCCCCNC(=O)CC3)CC2)cc1 | -23%
CCOc1ccc(CNS(=O)(=O)c2ccc3c(c2)CCCN3C(C)=O)cc1 | 57%[activator][5.79 µM]
CCn1nccc1C(=O)N1CC(c2nnc(C(C)C)o2)C2(CCOCC2)C1 (configuration not stated) | 1%
Cc1noc(-c2ccc3c(c2)OCO3)c1C(=O)NCCCc1ccccc1 | -17%
Cc1ccc(-c2nc(C)c(CCNC(=O)C(=O)Nc3ccc4c(c3)OCCO4)s2)cc1 | 18%
CCOc1ccc(NC(=O)CN2CCSc3ccc(S(=O)(=O)N4CCCC4)cc32)cc1 | u
O=[N+]([O-])c1cc(-c2nc(-c3cccnc3)no2)ccc1NCc1ccccc1 | u
COc1ccccc1CN(C)C1CCOc2ccccc21 (configuration not stated) | u
COc1cccc(CCC(=O)N2C[C@@H]3CC[C@H](C2)N(CC2CCC2)C3=O)c1 | i
Cc1ccccc1CNC(=O)C1(c2ccc(NS(C)(=O)=O)cc2)CCCCC1 | i
COc1ccc(Nc2cc(C)nc(-n3nc(C)cc3C)n2)cc1Cl | 3.5µM*
O=C(CCc1ccccc1)C(=O)N1CCc2[nH]nc(-c3ccccc3F)c2C1 | -22%
Cc1cc(C)n(Cc2ccc(C(=O)N3CC[C@H](CO)[C@H](O)C3)cc2)n1 | 9%

Reprinted at random: 2 compounds from above
SMILES | Pf Dd2 inh
O=C(Cc1ccsc1)NC1CCc2nnc(C3CC3)n2CC1 (configuration not stated) | 3%
COc1ccc(CCNc2nc(-c3ccc(OC)c(OC)c3)cc(C(F)(F)F)n2)cc1OC | i

Further structures:
SMILES | Pf Dd2 inh
COc1cccc([S+](=O)([O-])N2CCC3(C2)NC(=O)c2ccccc2O3)c1 (configuration not stated) | i
COc1cccc(CN2CCC(Oc3ccccc3-c3nc(-c4ccncc4)no3)C2)c1 (configuration not stated) | u
O=C(CC1C(=O)NCCN1CC(c1ccccc1)c1ccccc1)NCc1ccon1 (configuration not stated) | -24%
O=C1NCCN2CC3(CCN(S(=O)(=O)c4cccc(F)c4)CC3)CC12 (configuration not stated) | -8%
O=C(C1CCCC1)N1CC2(CCCN(Cc3ccc(Cl)cc3)C2)Cc2ccccc21 (configuration not stated) | 13µM*
CCOc1ccccc1CN1CCC2(CCN(C(=O)c3cccc(OC)c3)CC2)Oc2ccccc21 | -31%
Cc1ccc(NC(=O)CSc2nnc(C)c(=O)[nH]2)cc1 | 24%
O=C(NCc1ccccc1Cl)c1ccc(CSCc2cccc(F)c2)o1 | i
COc1ccc2c(ccn2CCNC(=O)C2CC(=O)N(c3n[nH]c4ccccc34)C2)c1 (configuration not stated) | i
CS(=O)(=O)N(C1CCOCC1)C1CN(C(=O)c2n[nH]c3ccccc23)C1 | 8%
O=C1CCN(C(=O)[C@@H]2CCCN2C(=O)C2CCCCC2)CCCCCCN1 | -2%
COc1ccc(CN2CC3(CCN(C(=O)Cc4cccc(F)c4)CC3)C2=O)cc1 | -29%
CCCC(=O)N1C2CCCC1CC(=O)C2 | 0%[44.1 µM]
CCOC(=O)c1cc(-c2ccccc2)n(CCCC(=O)Nc2ccc(C(C)C)cc2)c1C | u
COc1ccc(CCNC(=O)c2cc(=O)c3ccc(C)cc3o2)cc1OC | 25%
COc1cc(Cl)ccc1OCc1nnc(C(=O)N2CCC[C@@H]2c2cccc(F)c2)n1-c1ccccc1 | -8%
CN1CCCCC(CC(=O)NCc2ccccc2)C1=O (configuration not stated) | -3%
CCCCc1cc(C[C@H]2CNCC[C@H]2CC(=O)N(C)Cc2ccccc2)no1 | 6.3µM*
CC(C)[C@@H](NC(=O)[C@@H]1C[C@@H](NC(=O)Cc2cccs2)CCN1C(=O)CCC(=O)O)C(N)=O | 15%
CC(C)Cn1nc2n(c1=O)CCN(S(=O)(=O)c1cccc3cccnc13)CC2 | -18%
CC(=O)N1CCC2(CC1)CN(C(=O)c1ccc3[nH]ccc3c1)Cc1ccccc1O2 | 10µM*
O=C(O)CC1(CC(=O)N2CCN3C(=O)c4cc(-c5ccsc5)ccc4NC(=O)[C@@H]3C2)CCCC1 | i
CCOc1ccc(CCNC(=O)Cn2ccc3cc(S(=O)(=O)N4CCCCC4)ccc32)cc1 | u
O=C(Nc1cccc(F)c1)c1ccc2c(c1)N(Cc1ccccc1)C(=O)c1ccccc1S2(=O)=O | u
COc1ccc(C(=O)NCc2nc(-c3cccc(C)c3)no2)cc1OC | u

Next section.
SMILES | Pf Dd2 inh
Cc1ccc(CNC(=O)CN2CCN(Cc3ccc(F)cc3Cl)C2=O)cc1 | u
COc1ccc(-c2cc3ccc(O)c(CN4CCN(C)CC4)c3oc2=O)cc1OC | 11µM*
COCCN1CCC(N2CCN(S(=O)(=O)c3ccc(C)c(F)c3)CC2)C1=O (configuration not stated) | -23%
O=C(c1cccc(OC(F)(F)F)c1)N1CCN(c2cc(-c3cccs3)[nH]n2)CC1 | -21%
COc1ccc(C(=O)N2CCCC3(C2)C(=NC2CCCCC2)NC(=O)N3c2cccc(OC)c2)cc1 (configuration not stated) | 8%
CCOCC(=O)N1CC2CC(C1)[C@H]1CCCC(=O)N1C2 (some centres not stated) | -16%
Cn1c(=O)oc2cc(S(=O)(=O)N3CCCC(C(=O)NCc4ccccc4Cl)C3)ccc21 (configuration not stated) | u
Cc1cccc(C)c1NC(=O)Cn1c(=O)n(Cc2ccco2)c(=O)c2ccc(C(=O)NC3CCCC3)cc21 | u
COC(=O)[C@H]1CN(C(=O)NC(C)C)CCN1C(=O)CSC | 6%[44.1 µM]
COc1cc(-c2nccc3c(=O)cc(N4CCOCC4)oc23)ccn1 | -7%[44.1 µM]
Cc1ccc(CSc2ccc3nnc(CCNS(=O)(=O)c4ccc(C)cc4)n3n2)cc1 | i
Cc1ccc(-n2ccnc(NCCc3ccc(S(N)(=O)=O)cc3)c2=O)c(C)c1 | 3%
O=C1NCCN1C1CCN(Cc2ccc(C(F)(F)F)cc2)CC1 | 0%
CCN1C(=O)CCC2(C(=O)NCCc3c[nH]c4ccc(OC)cc34)CCCC=C12 (configuration not stated) | i
COc1cccc(S(=O)(=O)N2CC(n3cc(C(=O)NCc4ccncc4)nn3)C2)c1 | 4%
O=C(c1cnc(N2CCCCC2)c2ccccc12)N1CCN(c2cccc(Cl)c2)CC1 | 3%
CCCOc1cc(C)c2c(c1C)C[C@H]([C@H](C)C(=O)NCCN1CCOCC1)CC2 | -11%[44.1 µM]
CCOC(=O)c1ccc(NC(=O)N2Cc3[nH]cnc3C[C@H]2c2nc(-c3ccc(OC(F)(F)F)cc3)no2)cc1 | i
O=C(NCc1ccc(F)cc1)c1cccc(N2CCCS2(=O)=O)c1 | 46%[activator]
O=C1CC2CCCC(C1)N2C(=O)c1ccncc1 | 19%[44.1 µM]
Cc1ccc2c(c1)N(CC(=O)NCCc1ccccc1)C(=O)CO2 | 4%
O=C(Nc1nc2ccccc2s1)c1ccc(S(=O)(=O)N2CCCC2)cc1 | -5%
CCC(=O)Nc1nnc2n1CCS2 | 47%[activator]
Cc1ccc(Cl)cc1N1CCN(C(=O)c2cnn(-c3ccc(Cl)cc3)c2C2CCNCC2)CC1 | 10µM*
O=C(C1CCCCC1)N1CC2CC(C1)[C@H]1CCCC(=O)N1C2 (some centres not stated) | 0%

Filtered by structure: those above with a thiophene ring, fused or not.
SMILES | Pf Dd2 inh
Cc1ccc(C(=O)c2sc(Nc3ccccc3)c(S(=O)(=O)c3ccccc3)c2N)c(C)c1 | u
Cc1c(C(=O)NCc2cccc(Cl)c2)sc2nc3n(c(=O)c12)CCCC3 | u
O=C(Cc1ccsc1)NC1CCc2nnc(C3CC3)n2CC1 (configuration not stated) | 3%
CC(C)[C@@H](NC(=O)[C@@H]1C[C@@H](NC(=O)Cc2cccs2)CCN1C(=O)CCC(=O)O)C(N)=O | 15%
O=C(O)CC1(CC(=O)N2CCN3C(=O)c4cc(-c5ccsc5)ccc4NC(=O)[C@@H]3C2)CCCC1 | i
O=C(c1cccc(OC(F)(F)F)c1)N1CCN(c2cc(-c3cccs3)[nH]n2)CC1 | -21%

A different layout for six compounds above:
structure	Pf Dd2 inh
O=C(c1cnc(N2CCCCC2)c2ccccc12)N1CCN(c2cccc(Cl)c2)CC1	3%
COCCN1CCC(N2CCN(S(=O)(=O)c3ccc(C)c(F)c3)CC2)C1=O (configuration not stated)	-23%
Cc1ccc(Cl)cc1N1CCN(C(=O)c2cnn(-c3ccc(Cl)cc3)c2C2CCNCC2)CC1	10µM*
O=C(c1cccc(OC(F)(F)F)c1)N1CCN(c2cc(-c3cccs3)[nH]n2)CC1	-21%
COc1cccc(S(=O)(=O)N2CC(n3cc(C(=O)NCc4ccncc4)nn3)C2)c1	4%
CCOCC(=O)N1CC2CC(C1)[C@H]1CCCC(=O)N1C2 (some centres not stated)	-16%

The listing continues.
SMILES | Pf Dd2 inh
CN1CCC(Oc2ncccc2C(=O)O)CC1 | 33%[activator]
COc1cc(Cl)ccc1C(=O)NCc1c(C)ncc2c1CCNC2 | i
COCCN1CCC(CN(CC2CCCO2)C(=O)c2cccc(C#CC(C)(C)O)c2)CC1 (configuration not stated) | u
COc1ccc(NC(=O)CNC(=O)Cn2c(C)cc3ccccc3c2=O)c(OC)c1 | 16%
Cn1cc(-c2ccncc2)cc1C(=O)NCc1ccc(Cl)cc1 | -23%
CCOc1cc2sc(N3CCC(C(=O)Nc4ccc(C)cc4C)CC3)nc2cc1Br | 21%
Cc1cc(C)c(CNC(=O)c2cc(Nc3ccccc3)cc3ncn(C)c23)c(=O)[nH]1 | -18%[44.1 µM]
Cc1ccc(NC(=O)C2CC(=O)Nc3ncnn32)c(C)c1 (configuration not stated) | -7%
CCCCc1nn2c(=O)cc(COC(=O)CNC(=O)COc3ccc(C)cc3)nc2s1 | 46%[activator]
COc1ccc(C(=O)Nc2ccccc2)cc1S(=O)(=O)Nc1ccc(Br)cc1 | u
